# Assay outcomes deposited in PubChem BioAssay by Sanford-Burnham Center for Chemical Genomics.
# SENP7 inh = SENP7 protease inhibitors, primary screen, biochemical, luminescence, uHTS | Sentrin-specific protease 7 (Homo sapiens), Q9BQF6 | recombinant SENP7, Z-RLRGG-aminoluciferin luminescence, 40 min | inhibition, % at 5 µM | 330,000 compounds, 1.5% hits | AID 434973, 2010;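 active = inhibition above about 50% at the single test dose, limit read from the data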;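 also: plate controls were DMSO with enzyme for no effect and no enzyme buffer wells for full effect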
# Target sequence (Q9BQF6 706-1050 limits assumed): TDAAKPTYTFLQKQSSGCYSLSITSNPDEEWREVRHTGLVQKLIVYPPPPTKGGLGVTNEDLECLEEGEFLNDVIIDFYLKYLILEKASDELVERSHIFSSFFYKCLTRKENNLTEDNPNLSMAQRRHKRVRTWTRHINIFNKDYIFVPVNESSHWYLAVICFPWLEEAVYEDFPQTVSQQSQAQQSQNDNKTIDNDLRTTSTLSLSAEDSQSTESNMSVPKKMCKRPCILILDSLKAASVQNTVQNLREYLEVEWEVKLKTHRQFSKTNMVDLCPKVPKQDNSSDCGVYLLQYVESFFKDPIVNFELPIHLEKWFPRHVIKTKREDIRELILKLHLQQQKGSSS
# UBC13 polyUb = UBC13 polyubiquitin chain formation inhibitors, primary screen, biochemical, TR-FRET, uHTS; Ubiquitin-conjugating enzyme E2 N (Homo sapiens), P61088; inhibition, % at 20 µM; 330,000 compounds, 0.47% hits; in the data active = inhibition above about 45%, passing the limit was not always enough
# Target sequence (P61088 whole entry, looked up): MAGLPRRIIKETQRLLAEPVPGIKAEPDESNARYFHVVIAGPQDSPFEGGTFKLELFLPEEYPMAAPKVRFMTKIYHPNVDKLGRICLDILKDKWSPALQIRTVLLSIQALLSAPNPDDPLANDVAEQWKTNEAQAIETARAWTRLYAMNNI
# SENP1 inh = human SENP1 catalytic domain inhibitors, primary screen, biochemical, FRET, uHTS. Sentrin-specific protease 1 (Homo sapiens), Q9P0U3. recombinant SENP1 catalytic domain, CyPet-SUMO1-YPet FRET cleavage. inhibition, % at 10 µM. 360,000 compounds, 0.21% hits. AID 624204, 2012;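 active = inhibition at least 30% at 10 µM, raw YFP signal under a set limit, fluorescence ratio 0.5 to 1.5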;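 also: 0% = enzyme with DMSO and 100% = no enzyme wells; some results filed as inactive read as strong as hits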
# Target sequence (Q9P0U3 419-644 limits assumed): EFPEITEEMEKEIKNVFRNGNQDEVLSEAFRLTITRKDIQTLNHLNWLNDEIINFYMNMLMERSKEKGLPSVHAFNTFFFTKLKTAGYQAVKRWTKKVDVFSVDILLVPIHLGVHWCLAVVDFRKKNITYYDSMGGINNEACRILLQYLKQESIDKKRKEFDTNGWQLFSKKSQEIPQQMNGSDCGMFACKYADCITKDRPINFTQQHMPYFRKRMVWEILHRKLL
#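 Controls: no-enzyme wells low, DMSO-plus-enzyme wells high control. Test system: human recombinant His6-tagged SENP1 catalytic domain enzyme. Reagent: SFCypet-SUMO1-SFYpet FRET protein substrate, 25 nM final. Doses: one dose per compound, 10 µM, 0.5% DMSO. Detection: FRET, CFP and YFP emission. Timing: 50 min reaction at room temperature.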
# APOBEC3G inh = APOBEC3G DNA deaminase inhibitors, primary screen, biochemical, fluorescence, single-stranded DNA substrate, uHTS | recombinant A3G, ssDNA deamination FAM/TAMRA fluorescence | inhibition, % at 20 µM | 330,000 compounds, 0.28% hits;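 active = inhibition of at least 40% at 20 µM, with no more than 30% in the related APOBEC3A deaminase screen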;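 also: plate controls were DMSO wells with A3G for no effect and wells lacking A3G enzyme for full effect; some compounds called inactive have numbers as strong as hits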
# SENP8 block-1 = human SENP8 protease inhibitors, primary screen, biochemical, fluorescence, Nedd8 protein substrate, uHTS | inhibition, % at 20 µM | 360,000 compounds, 0.64% hits | recombinant SENP8 | AID 602440, 2012; in the data active = inhibition mostly above about 40%, no sharp cut-off; inactive = mostly below about 27%
# Target sequence (Q96LD8 whole entry, looked up): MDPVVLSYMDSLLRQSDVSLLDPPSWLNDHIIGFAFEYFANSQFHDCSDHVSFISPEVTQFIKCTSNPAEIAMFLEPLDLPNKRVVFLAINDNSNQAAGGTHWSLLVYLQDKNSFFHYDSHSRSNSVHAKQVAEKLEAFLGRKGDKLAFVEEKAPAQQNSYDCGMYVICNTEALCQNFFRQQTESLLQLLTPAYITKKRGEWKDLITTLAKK
# SENP6 inh = SENP6 protease inhibitors, primary screen, biochemical, luminescence, uHTS; Sentrin-specific protease 6 (Homo sapiens), Q9GZR1; Recombinant SENP6 catalytic domain, aminoluciferin luminescence; inhibition, % at 10 µM; 330,000 compounds, 1.8% hits; AID 2599, 2010;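 active = inhibition above about 50% at the single tested dose, limit read from the data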;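 also: plate controls were DMSO wells with enzyme for no effect and DMSO wells lacking enzyme for full effect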
# Apaf-1 inh = inhibitors of human Apaf-1 apoptosome, primary screen, biochemical, DEVD-Rh110 fluorescence, uHTS; Apoptotic protease-activating factor 1 (Homo sapiens), O14727; reconstituted apoptosome caspase-3 activity; inhibition, % at 20 µM; 330,000 compounds, 0.71% hits; active = inhibition of at least 40% at 20 µM;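 also: plate controls were DMSO wells for no effect and DEVD-CHO caspase inhibitor wells for full effect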
#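 Material: cell-free apoptosome with Apaf-1, procaspase-3 and caspase-9; Buffer or medium: Hepes pH 7.5 with detergent and BSA; Reagent: cytochrome c trigger plus (Z-DEVD)2-Rh110 caspase-3 substrate; Times: compound with Apaf-1, dATP, procaspase-3 30 min, then 50 min reaction, room temperature; Technique: Rh110 fluorescence intensity.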
# SENP8 block-2 = SENP8 protease inhibitors, primary screen, biochemical, luminescence. purified SENP8, Z-RLRGG-aminoluciferin cleavage. inhibition, % at 10 µM. 330,000 compounds, 1.2% hits. AID 2540, 2010; in the data active = inhibition above about 50%
# * hit, by the source's call; x = not tested or not shown.
SMILES,SENP7 inh,UBC13 polyUb,SENP1 inh,APOBEC3G inh,SENP8 block-1,SENP6 inh,Apaf-1 inh,SENP8 block-2
O=C(Cc1cccs1)N/N=C/C=C\c1ccccc1[N+](=O)[O-],8,7,0,-3,20,11,14,-2
O=Nc1c(O)n(Cc2cccc(C(F)(F)F)c2)c2ccccc12,4,13,3,-1,2,-9,7,-10
O=C(N/N=C/c1ccc2nccnc2c1)c1cccc([N+](=O)[O-])c1,-7,-20,2,-6,-12,-9,-7,-6
CCOC(=O)c1cccc(NC(=O)CSc2nnc(C)n2Cc2ccccc2)c1,6,7,0,1,15,-20,-11,-1
CC(=O)Nc1ccc2nc(-c3ccco3)[nH]c2c1,2,-16,-3,-5,-415,10,-9,-2
CN1CCCN(C(=O)c2ccc(Cl)c(S(=O)(=O)N(C)c3ccccc3)c2)CC1,-10,1,0,-3,10,-6,-10,-7
O=C1/C(=C/c2cccs2)N=C(c2cccs2)N1Nc1ccccc1,5,-13,-34,-4,29,-20,10,5
Cc1ccsc1C(=O)NCCC(c1ccccc1)c1ccccc1,-6,-2,2,-6,9,-9,2,-6
CCN(c1ccccc1)S(=O)(=O)c1ccc(Cl)c(NC(=O)COC(=O)c2cc(O)c3ccccc3c2O)c1,12,-28,x,15,x,62*,48*,32
C=CCOc1ccc(/C=C/C(=O)OCC(=O)NCc2ccco2)cc1,2,-2,-1,-6,12,0,-1,-14
COc1ccc2ccccc2c1CN1CCN(C(=O)c2ccco2)CC1,4,2,0,-7,5,-12,5,-4
O=C(Nc1ccc2oc(-c3ccccc3)nc2c1)c1cccs1,4,14,0,-6,-116,-21,9,-10
Cc1nc2nc(SCC(=O)NCCCN3CCCC3)nn2c(C)c1Cc1ccccc1Cl,1,-1,-6,-3,8,10,15,-2
CC(/C=N/NC(=O)c1cc(C2CC2)[nH]n1)=C\c1ccccc1,4,0,4,-9,29,-8,-4,-8
COc1cccc(C(=O)NC2=NCCS2)c1,18,3,4,5,10,7,-28,3
COc1ccccc1NS(=O)(=O)c1cccc(C(=O)NN)c1,-2,8,3,-5,4,-14,-14,8
COc1ccc(C2/C(=C(/O)c3ccccc3)C(=O)C(=O)N2c2ncccn2)cc1OC (stereo not drawn),0,2,3,-9,30,-15,-3,-12
COc1ccccc1C(=O)N1CCN(c2cccc(C(F)(F)F)c2)CC1,-5,7,2,1,3,1,12,12
O=C(NCc1ccccn1)C(C(=O)c1cccc([N+](=O)[O-])c1)n1cc(Cl)ccc1=O (stereo not drawn),1,-9,1,-2,7,-5,-1,-2
O=C(Oc1oc(-c2ccco2)nc1C=Nc1ccccc1)c1ccco1,-17,-14,-1,-7,14,-18,5,-18

# Part of the list above, as tab-separated lines:
SMILES	SENP7 inh	UBC13 polyUb	SENP1 inh	APOBEC3G inh	SENP8 block-1	SENP6 inh	Apaf-1 inh	SENP8 block-2
Cc1nc2nc(SCC(=O)NCCCN3CCCC3)nn2c(C)c1Cc1ccccc1Cl	1	-1	-6	-3	8	10	15	-2
CC(/C=N/NC(=O)c1cc(C2CC2)[nH]n1)=C\c1ccccc1	4	0	4	-9	29	-8	-4	-8
COc1cccc(C(=O)NC2=NCCS2)c1	18	3	4	5	10	7	-28	3
COc1ccccc1NS(=O)(=O)c1cccc(C(=O)NN)c1	-2	8	3	-5	4	-14	-14	8

# The list continues.
SMILES,SENP7 inh,UBC13 polyUb,SENP1 inh,APOBEC3G inh,SENP8 block-1,SENP6 inh,Apaf-1 inh,SENP8 block-2
Cc1ccc(SCC(=O)OCC(=O)NC2(C#N)CCCCC2)cc1,14,-7,4,-2,2,-9,2,-13
CCC(CC)N1CCN(C(=O)c2cc(OC)c(OC)c(OC)c2)CC1,0,-4,1,-2,-2,-16,-13,-10
O=C(COC(=O)CC1CCCCC1)Nc1c(Cl)cccc1Cl,0,-2,6,-3,12,-7,20,-7
CCOc1cc(C(=O)OCc2ccc([N+](=O)[O-])cc2)ccc1OCC(=O)N1CCOCC1,-6,0,1,-8,13,-1,5,-9
Cc1ccc(NC(=O)COC(=O)/C=C/c2ccccc2)cc1S(=O)(=O)N1CCOCC1,-4,-14,3,-7,16,-53,15,-11
CN(C)c1ccc(C(C(=O)NC(C)(C)C)N(C(=O)c2csnn2)C2CC2)cc1 (stereo not drawn),-4,-8,0,0,11,-11,-3,-13
O=C(O)CN1C(=O)/C(=C\c2cc(Br)ccc2OCc2ccccc2Cl)SC1=S,5,-10,6,-5,-3,12,12,12
CCCCC(CC)CNC(=O)c1ncn[nH]1 (stereo not drawn),2,8,-1,-3,14,-1,2,3
Fc1ccccc1CNCc1ccc2c(c1)OCO2,4,-5,-6,-1,7,-4,1,16
Cc1nc2ccc(Nc3ccncc3)cc2s1,5,2,-44,-4,-57,-10,-2,5
COc1cccc(CN2CCN(S(=O)(=O)c3ccc(Cl)s3)CC2)c1,-2,-10,-5,-6,2,-11,14,-8
CCOC(=O)c1sc(NS(=O)(=O)c2ccc(C)cc2)nc1C,-6,-19,2,-8,11,-8,5,-7
COc1ccc(Oc2ccccc2/C=C/C(=O)O)cc1,-7,-12,0,-5,12,-7,10,-2
COc1c(C)cccc1C(=O)NC(=S)Nc1ccccc1N1CCCC1,8,-9,-4,-6,3,30,13,10
CO/C([O-])=N/c1c[n+](-c2ccc(Cl)cc2)no1,11,-6,3,-5,11,-8,8,3
Cc1nc2cc(S(=O)(=O)N3CCC(C(=O)O)CC3)ccc2n1C1CCCC1,-12,0,0,-4,20,-10,5,-6
CCOc1cc(C(=O)NCc2ccco2)cc(OCC)c1OCC,5,2,0,-6,8,0,-4,-5
Cc1ccc(C(O)CN2C3=NCCCN3c3ccccc32)cc1 (stereo not drawn),-6,-5,3,-5,10,-20,12,-4
CC1=C(C(=O)OCCBr)C(c2cccc3ccccc23)NC(=O)N1 (stereo not drawn),1,-1,0,-5,3,-3,-4,-2
CCOC(=O)C1=C(O)CSC1=Nc1cccc(Cl)c1,0,4,-3,-5,10,-6,0,8
COc1ccc(CCNC(=O)Cn2c(=O)c3cccn3c3cccnc32)c(OC)c1OC,11,2,-21,-5,-19,-13,1,-1
CCOC(=O)Cc1cc(=O)[nH]c(=O)[nH]1,-10,-8,0,-1,3,-15,1,-10
COCCN=C1NC(=O)C(CC(=O)Nc2cccc(Cl)c2C)S1 (stereo not drawn),6,5,-6,-4,4,-8,-6,1
CCCCNC(=S)N/N=C/C1=CCC2CC1C2(C)C (stereo not drawn),-6,8,5,-10,8,4,8,14
CCc1nn(CC(=O)NCCCN(C)Cc2ccccc2)c(=O)c2cc3sc(C)cc3n12,-5,4,0,-2,6,-3,12,-3
Cc1ccc(NC(=O)Cc2nnc(SCC(=O)Nc3nncs3)n2C)cc1,3,-2,2,-2,-2,-17,-6,6
Cc1ncc([N+](=O)[O-])n1CCOC(=O)NC(NCc1ccccc1)C(Cl)(Cl)Cl (stereo not drawn),-4,-2,0,-7,16,-17,-13,-2
O=C(c1ccco1)N1CCN(CC(O)COc2ccc3oc4ccccc4c3c2)CC1 (stereo not drawn),14,4,-1,-1,17,-1,9,0
O=C1NCCCC2c3cc(O)c4ccccc4c3OC12N1CCCCC1 (stereo not drawn),36,-36,x,4,x,71*,93*,63*
COc1ccc2oc(=O)c(C(C)=O)cc2c1,-8,11,-6,1,-169,-34,-13,0
Cc1ccc(C(=O)Nn2cnc3ccccc3c2=O)cc1C,0,5,1,3,-25,2,7,-3
COc1ccc(S(=O)(=O)N2CCN(CC(=O)Nc3c(C)n[nH]c3C)CC2)cc1OC,12,-4,0,3,14,3,-2,7
CCOC(=O)N1CCN(C(=O)CN(c2cccc(C)c2)S(=O)(=O)c2ccc(C)cc2)CC1,1,-5,2,-9,14,2,-23,-5
CCOC(=O)N1CCC(NC(=O)C2CCC(Cn3c(=O)[nH]c4ccccc4c3=O)CC2)CC1 (stereo not drawn),-1,-4,2,-5,0,-3,15,-2
CC(Sc1nnc(CC(=O)Nc2ccccc2F)n1C)C(=O)Nc1nccs1 (stereo not drawn),0,4,1,-10,5,-14,0,1
Cc1cc(-c2nnc(SCC(=O)Nc3nc(-c4ccc(Cl)cc4)cs3)o2)no1,-6,49*,0,-5,0,-13,-15,-2
Cc1cccc(OCC(=O)Nc2ccc3oc(=O)ccc3c2)c1,-2,2,0,-2,-125,6,11,-6
CCCC1=NN(C(=O)C(=O)Nc2ccc(Br)cc2)C(O)(C(F)(F)F)C1 (stereo not drawn),7,-5,-11,-4,8,-2,6,3
COc1ccc(C(=O)N(C)C(C)c2ccon2)cc1OC1CCN(C(C)C)CC1 (stereo not drawn),-5,2,0,-1,13,4,-315,4
CC1(C)CC(=O)C=C(C(=O)N2CCCC(CCC(=O)NCc3ccccc3F)C2)O1 (stereo not drawn),-3,4,3,2,17,3,0,1
CSc1nnc(Cn2c(=O)sc3ccccc32)n1-c1ccccc1C,-18,6,0,-12,-1,-17,6,-14
Cc1ccc(NC(=O)COc2cccc(Oc3ccccc3)c2)cc1S(=O)(=O)N1CCOCC1,3,-10,3,-2,6,2,-2,1
CCCC(=O)NNC(=O)CC(=O)Nc1ccccc1C(=O)O,-9,-8,2,-8,22,-21,1,-10
O=C(OCC(=O)N1CCc2ccccc2C1)c1cccnc1Cl,3,-12,2,3,1,5,-12,-9
COc1cc(/C=N/n2c(-c3ccc4c(c3)NC(=O)CO4)csc2=Nc2cccc(C)c2)ccc1O,11,-2,-34,3,-58,14,13,0
CC(=O)Nc1ccc(NC(=O)CN(C)S(=O)(=O)c2ccc3nc(C)sc3c2)cc1,-3,-5,0,-8,10,10,-10,-3
OC(Cc1nc2ccccc2[nH]1)c1ccccc1Cl (stereo not drawn),-11,-4,2,-1,-9,-6,-1,-15
CN(C)CCCOC(=O)c1sc2ccccc2c1Cl,-8,2,2,-5,9,-10,1,-11
COC(=O)COc1nc(C)c(Br)c(OC)n1,-5,10,1,-3,19,-17,-6,-6
C=CCOC(=O)C1=C(C)N(C)C(=O)NC1c1cc2c(cc1Br)OCO2 (stereo not drawn),0,5,3,-2,10,-22,8,-6
COc1ccc(CC(=O)NNC(=O)[C@@H]2CCCC[C@@H]2C(=O)O)cc1,2,-4,0,8,6,8,11,-1
Cc1ccc(C(=S)N2CCN(Cc3ccccc3)CC2)cc1,-6,-8,1,11,17,-5,9,-9
COc1ccc(F)cc1-c1nc(N)nc(N)n1,0,15,3,-7,-18,2,-7,-2
Cc1ccc(CNC(=O)COC(=O)Cn2nc(C)c([N+](=O)[O-])c2C)cc1,-3,-24,1,-5,12,-26,2,-7
COc1ccc(-c2csc(NC(=O)C3CCN(c4ncnc5sc(C)c(C)c45)CC3)n2)cc1OC,8,2,-4,-11,-11,-12,19,-4
CCOC(=O)CCP(=O)(O)C(O)c1ccccc1 (stereo not drawn),10,-5,2,2,16,-3,4,0

# Shown as a hit in SENP8 block-2, of those listed so far:
SMILES	SENP7 inh	UBC13 polyUb	SENP1 inh	APOBEC3G inh	SENP8 block-1	SENP6 inh	SENP8 block-2
O=C1NCCCC2c3cc(O)c4ccccc4c3OC12N1CCCCC1 (stereo not drawn)	36	-36	x	4	x	71*	63*
